High-throughput results as filed in PubChem.
Shiga inhibitor – inhibitors of Shiga toxin in Vero cells. Vero cells, Shiga toxin protein synthesis inhibition reporter. AID 2315. inhibition, % at 38.7 µM. hit rate 9.2% among 290,000; in the data active means inhibition mostly above about 28%, no sharp cut-off; inactive means mostly below about 43%; further: 0% is about no effect
CHX counter – affects cycloheximide protein synthesis inhibition readout, counter-screen; AID 2314; max response, %; cell reporter, cycloheximide protein synthesis inhibition counterscreen; hit rate 12% among 300,000; in the data active means max response mostly above about 13%, no sharp cut-off; inactive means mostly below about 14%; further: read at 38.3 µM for the half of the compounds with a filed dose; 0% is about no effect
Pf growth 96h – P. falciparum growth inhibition at 96 hours | P. falciparum luciferase reporter growth, 96 h | Potency, µM (highest dose often 28.7 µM), for inactives: top-dose activity change, negative = inhibition, actives largely listed as inhibitors | hit rate 6.9% among 320,000 | AID 504834; further: potency means the concentration at half of the fitted maximal effect; on the % scale 0 is the no-effect control and ±100 the full control effect
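Delayed-death screen, second-generation endpoint: infected erythrocytes, 2% hematocrit, 0.05% parasitemia final; 96 hours at 37 C, 5% CO2; luciferase detection reagent; luminescence decrease equals reduced growth.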
Giardia FBPA inh – Giardia lamblia aldolase inhibition. purified Giardia FBPA. Potency, µM (series often up to 59.6 µM), without a hit: top-dose activity, negative = inhibition, hits mostly inhibitors. hit rate 0.71% among 290,000. AID 2451; further: potency means the concentration at half of the fitted maximal effect; on the % scale 0 is the no-effect control and ±100 the full control effect; nearly all actives have a fitted effect of over 55% in size
Target sequence (A8B2U2 whole entry, looked up): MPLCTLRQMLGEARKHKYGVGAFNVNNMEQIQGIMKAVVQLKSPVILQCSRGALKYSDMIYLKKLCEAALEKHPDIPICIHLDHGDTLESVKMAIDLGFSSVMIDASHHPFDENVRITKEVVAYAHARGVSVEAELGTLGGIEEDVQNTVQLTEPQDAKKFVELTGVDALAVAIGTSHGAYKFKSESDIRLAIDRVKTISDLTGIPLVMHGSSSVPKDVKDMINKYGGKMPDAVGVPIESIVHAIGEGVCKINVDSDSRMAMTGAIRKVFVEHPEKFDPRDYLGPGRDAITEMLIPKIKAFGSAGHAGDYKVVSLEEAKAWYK
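40 nM FBPA preincubated 10 min at RT with compound (up to 57.5 uM final), then substrate plus GAPDH/TPI/NAD/arsenate coupling and diaphorase/resazurin added. Fluorescence read after 20 min at RT, 525/598 nm.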
Sm TGR block – blocks Schistosoma mansoni thioredoxin glutathione reductase. AID 485364. Q962Y6. purified TGR, DTNB reduction, TNB absorbance 405 nm. Potency, µM (doses to about 114 µM), for inactives: at the highest dose activity change, negative = inhibition, usual class: inhibitors. hit rate 3% among 360,000; further: potency means the concentration at half of the fitted maximal effect; on the % scale 0 is the no-effect control and ±100 the full control effect; nearly all actives have a fitted effect of over 60% in size
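First, TGR (20 nM dispensed) and NADPH were mixed with compound. Second, a 15 min room-temperature incubation followed. Third, further NADPH and then DTNB were added to start the reaction. Finally, TNB absorbance was monitored kinetically.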
Pf growth 48h – inhibits P. falciparum growth in the first generation, 48 h; hit rate 5.9% among 310,000; Potency, µM (top dose mostly 28.7 µM), without a hit: at the top dose activity change, negative = inhibition, actives largely listed as inhibitors; AID 504832; P. falciparum luciferase growth in erythrocytes, 48 h; further: potency means the concentration at half of the fitted maximal effect; on the % scale 0 is the no-effect control and ±100 the full control effect
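First compound was added to culture medium, then infected red cells at 0.1% parasitemia and 2% hematocrit (final). After incubation at 37 C under 5% CO2, luciferase detection reagent was dispensed and light output recorded.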
Active calls of the source: *; ? = inconclusive; . = not tested or not shown; & = joins results of further samples; [ ] = dose if it differs, or a comment. Unless noted, the call rests on the fitted dose curve; in most records, active means well fitted curve in the direction sought with a large enough effect; inconclusive means small, poorly fitted or top-dose-only effect, or another doubt; inactive means no such curve, though single readings can be large; an effect the other way counts as inactive or inconclusive.

SMILES	Shiga inhibitor	CHX counter	Pf growth 96h	Giardia FBPA inh	Sm TGR block	Pf growth 48h
O=C(CSCCS(=O)(=O)c1ccc(Cl)cc1)Nc1ccccc1	-5	-1	3%	1%	-10%	?
CC(O)[C@@H]1NC(=O)[C@H](CCCN)NC(=O)[C@@H](Cc2c[nH]c3ccccc23)NC(=O)[C@H](Cc2ccc(O)cc2)NC(=O)[C@@H](NC(=O)[C@H](N)Cc2ccccc2)CSSC(C)(C)C(C(=O)N[C@H](C(N)=O)[C@@H](C)O)NC1=O (some centres not stated)	-4	-10	.	4%	.	.
Cc1ccc(C2(c3noc(CN4C[C@@H](C)O[C@@H](C)C4)n3)CCCC2)cc1	-5	-3	12µM*	1%	2%	12µM*
Cc1cc(-c2ccc(Cl)cc2Cl)c(C#N)c(=O)[nH]1	44*	21*	8%	-3%	10%	25%
O=S(=O)(/N=C(/Nc1ccccc1)C(F)(F)F)c1ccccc1	0	8	10%	14%	-3%	-11%
O=C(Nc1cc(S(=O)(=O)N2CCCC2)ccc1OCC(F)(F)F)c1ccccc1F	-13	-3	14%	4%	-1%	-7%
CCOC(=O)C1=C(C)OC2(O)c3ccccc3C(=O)C12O (configuration not stated)	-9	3	5%	?	2%	-4%
COc1cc2c(cc1NC(=O)COC(=O)c1ccc(C(C)(C)C)cc1)oc1ccccc12	12	0	0%	7%	-6%	8%
COc1ccc(N2C(=O)C3CCCN3C2=O)cc1 (configuration not stated)	-6	1	10%	7%	6%	.
CC1=CC(=O)C(C(C)=Nc2ccccc2Cl)C(=O)O1 (configuration not stated)	19	-3	32%[activator]	-3%	14%	-5%
O=C(CC(c1ccccc1O)N1CCCCC1)N1CCCCC1 (configuration not stated)	35*	41*	0%	3%	-3%	62%[activator]
CCCCCC(=O)c1c(C)[nH]c(C(=O)OCC)c1C	104*	17*	?	-2%	-22%	?
O=C1Nc2ccc(F)cc2C12Nc1ccccc1-c1nnc(SCc3ccccc3)nc1O2 (configuration not stated)	2	3	23%	-27%	-10%	45%[activator]
CCN(CCCNC(=O)C1CCC(=O)N1C1CCCC1)c1cccc(C)c1 (configuration not stated)	-7	-11	?	-14%	0%	-7%
COc1ccccc1CN1CC(C(=O)N(C)CCc2nc3ccc(F)cc3[nH]2)CCC1=O (configuration not stated)	-3	-2	10µM*	.	5%	-12%
Cc1ccccc1NC(=O)CN1C(=O)COc2ccc(Cl)cc21	-5	-4	?	-2%	-1%	.
CC(C)C[C@H](NC(=O)c1nc[nH]c1C(=O)NC1CCN(C(=O)OC(C)(C)C)CC1)C(=O)OCc1ccccc1	-10	3	12µM*	?	1%	?
CCC(OC(=O)c1nsc(Cl)c1Cl)C(=O)NCC1CCCO1 (configuration not stated)	-1	-5	-20%	-7%	1%	8%
COc1ccc(C2c3[nH]c4ccccc4c3C[C@H]3C(=O)N(c4ccccc4C(=O)NCCN4CCOCC4)C(=O)N23)cc1 (some centres not stated)	0	1	?	?	-14%	13µM*
COC(=O)c1ccccc1NC(=S)N1CCC(N2CCCCC2)CC1	28	1	-31%	-3%	10%	14%
CCOc1ccc(CSC(=N)N)cc1[N+](=O)[O-]	-24	-1	?	-5%	-7%	.
C/C(=N\NC(=O)c1ccccc1)c1ccc(N2CCCCC2)cc1	77*	48*	44%[activator]	1%	4%	40%[activator]
COC(=O)C1=C(c2ccc(F)cc2OCc2ccccc2)C[C@@H]2CC[C@H]1N2C(=O)N1CCCC1	.	.	?	.	1%	9.3µM*
Clc1ccc2oc(-c3cccnc3NCc3ccccc3)nc2c1	8	-2	9%	1%	2%	-18%
Cc1c(OC(C)C(=O)NCCCN2CCOCC2)ccc2c3c(c(=O)oc12)CCC3 (configuration not stated)	12	-2	-15%	.	3%	?
Later entries.
SMILES	Shiga inhibitor	CHX counter	Pf growth 96h	Giardia FBPA inh	Sm TGR block	Pf growth 48h
CCCCNC(=O)NS(=O)(=O)c1ccc(C(=O)OC(C)C)o1	-5	-3	6%	4%	0%	13%
Cc1nc2cc(NCc3ccc(Cl)cc3)ccc2n1C	71*	30*	29%	-10%	0%	274%[activator]
Cc1ccc(Oc2c(C)nc(-c3ccccc3)[nH]c2=O)cc1	12	-2	1.7µM*	11%	6%	1µM*
COc1ccc(C(=O)C(/C=N/O)=N/Nc2ccc(F)cc2)cc1	25	5	102%[activator]	-6%	0%	9%
CC(=O)NCC(=O)OCC(=O)Nc1ccc(C(C)=O)cc1	17	8	?	-3%	-2%	11%
COc1cccc(C(=O)C2CCCN(Cc3ccc4nonc4c3)C2)c1 (configuration not stated)	-10	-3	?	-8%	-2%	?
CCOC(=O)c1c(-c2ccc(OC)cc2)oc2ccc(OCC(N)=O)cc12	-4	1	-2%	6%	-2%	-9%
O=C(Nc1ccncc1)c1cncc(Br)c1	-6	-1	.	-14%	-1%	10%
Cn1c(=O)c2c(nc(NCCc3ccccc3)n2Cc2ccccc2)n(C)c1=O	-11	-2	.	-8%	6%	?
Cc1ccc(S(=O)(=O)NC(=NC2CCCCC2)c2ccc(F)cc2)cc1	-9	-1	12%	3%	-11%	0%
O=C(CNC(=O)c1ccccc1)OC1CCCCC1	56*	35*	17%	6%	1%	289%[activator]
Cc1ccc(C)c(N2CCN(C(=O)CCC(=O)N3CCOc4ccc(Cl)cc43)CC2)c1	8	8	4.1µM*	-4%	23%	?
CCCSc1nc(C)cc(C)c1S(C)(=O)=O	22	-2	0%	0%	-2%	?
Cc1cccc(-c2cc(C(=O)Nc3ccc4c(c3)OCCO4)c3ccccc3n2)c1	96*	32*	12µM*	-4%	9%	?
Cc1ccccc1NC(=O)c1ccc(Nc2c([N+](=O)[O-])cc([N+](=O)[O-])c3ccccc23)cc1	-5	-1	?	5%	6%	?
c1ccc(Cn2nnc3c(N4CCc5ccccc5C4)ncnc32)cc1	-8	1	47%	-1%	-17%	?
O=[N+]([O-])c1ccccc1S(=O)(=O)NC1CCCC1	-23	-1	?	1%	1%	-4%
Cc1ccc(CS(=O)Cc2ccc(C(=O)NCC(C)c3ccccc3)o2)cc1 (configuration not stated)	14	-3	2%	.	?	-3%
COc1cc(-c2c(C#N)c(=O)[nH]c3c2c(C)nn3-c2ccccc2)ccc1O	-1	-5	.	10%	0%	-1%
O=C(Cc1ccc(Cl)cc1)Nc1cccc(S(=O)(=O)N2CCCCC2)c1	.	.	?	.	1%	?
COCc1cc(C)nc(N/N=C/c2ccc(Cl)c(Cl)c2)c1C#N	-6	-3	40%[activator]	1%	3%	1%
CN(C)c1ccc(/C=N/n2c(C3CCCCC3)n[nH]c2=S)cc1	-5	-3	?	19%	7%	?
CC(C)CN(C(=O)COc1cccc(-n2cnnn2)c1)C1CCS(=O)(=O)C1 (configuration not stated)	14	-2	-2%	.	3%	1%
N#C/C(=C\c1ccc2c(c1)OCCO2)C(=O)NC1CCCCC1	24	39*	-16%	1%	7%	15%
O=C(Nc1ccccc1N1CCCC1)c1cccnc1Cl	5	-3	39%[activator]	-7%	?	-4%
(cont.)
SMILES	Shiga inhibitor	CHX counter	Pf growth 96h	Giardia FBPA inh	Sm TGR block	Pf growth 48h
Cc1noc(C(=O)Nc2c(C)nn(Cc3ccccc3)c2C)c1Cl	-11	-6	?	2%	-8%	.
CC(C)OC(=O)CSc1nnc(CNc2ccc(Cl)cc2)n1Cc1ccccc1	-2	0	?	7%	-22%	?
CC1CCN(CCCNC(=O)CN2C(=O)CSc3ccc(S(=O)(=O)N4CCCCC4)cc32)CC1	-8	0	-14%	-2%	1%&0%	?
CCCC(=O)Nc1ccc(N2CCN(C(=O)c3ccccc3C)CC2)cc1	-9	-2	?	1%	12%	-10%
Cc1onc(-c2c(F)cccc2Cl)c1C(=O)OCc1nnc(-c2ccccc2)o1	.	.	?	.	0%	?
CN(C)c1nc(N(C)C)n(C(=O)c2ccc(F)cc2)n1	16	-4	21%	2%	9%	?
Cc1ccccc1NC(=O)c1ccco1	.	-2	?	-2%	-15%	19%
C=CCNc1nc(Nc2ccc(OC)cc2OC)nc(OCC)n1	5	-4	?	-4%	7%	-10%
COc1ccc(C(=O)O)cc1S(=O)(=O)NCCc1ccccn1	3	-7	-12%	0%	0%	16%
CCOc1cnn(-c2cc(Oc3ccc(C)cc3)ncn2)c(=O)c1Cl	-2	-3	?	-1%	1%	.
COc1ccc(/C=C/C(=O)Nc2ccccc2C)cc1S(=O)(=O)N1CCOCC1	66*	62*	?	-8%	15%	?
NC(=O)CSc1n[nH]c(=O)n1CCc1ccccc1	-2	2	-6%	11%	7%	-24%
CCOc1cc(C)c(Cl)cc1S(=O)(=O)NCc1ccco1	14	9	80%[activator]	-5%	-4%	-27%
Cc1ccc(N2CC(C(=O)NCc3cccs3)CC2=O)cc1 (configuration not stated)	16	8	22%	-3%	6%	-1%
Cc1cc(C)cc(NC(=O)C2CCN(c3cnccn3)CC2)c1	-3	7	-1%	-11%	1%	-19%
CN(C(=O)COC(=O)CCC(=O)c1ccc(Cl)cc1)c1c(N)n(Cc2ccccc2)c(=O)[nH]c1=O	.	.	2.1µM*	.	?	20%
Cc1ccc(NC(=O)CN2C(=O)COc3ccc(S(=O)(=O)N4CCCC4)cc32)c(C)c1	-4	-2	42%[activator]	7%	-6%	?
Cc1ccccc1-c1cc(C(=O)NCc2cccs2)nn1CC1CC(c2cccc([N+](=O)[O-])c2)=NO1 (configuration not stated)	.	.	2.1µM*	.	-20%	3.3µM*
Cc1cc(C#N)c(C)n1-c1cc(S(=O)(=O)N2CCOCC2)ccc1N1CCCC1	-1	-2	?	-4%	-3%	?
COC(=O)c1sccc1N/N=C(\C)c1ccc(F)c(Cl)c1	-6	8	36%[activator]	5%	8%	.
COc1ccc(NC(=O)CCN=C2NS(=O)(=O)c3ccccc32)cc1S(=O)(=O)N(C)C	.	.	?	.	-1%	?
Cc1cc(C)c2cc(CN(CCO)Cc3nnnn3Cc3ccc(F)cc3)c(=O)[nH]c2c1	-8	-2	?	1%	?	-19%
O=S(=O)(Nc1ccc(OC(F)(F)F)cc1)c1cccc2nonc12	-6	-2	16%	-2%	-13%	3%
CC1=[N+](C)N(c2ccccc2)C(=O)C1N=Cc1c(Cl)cccc1Cl (configuration not stated)	-3	-2	17%	4%	-1%	8%

Compound profiles, as listed above. Values in the order: Shiga inhibitor	CHX counter	Pf growth 96h	Giardia FBPA inh	Sm TGR block	Pf growth 48h
Profile of CCOc1cc(C)c(Cl)cc1S(=O)(=O)NCc1ccco1 : 14	9	80%[activator]	-5%	-4%	-27%
Profile of Cc1ccccc1NC(=O)c1ccco1 : .	-2	?	-2%	-15%	19%

Reformatted with values under each structure: part of the list above.
The line under a structure holds: Shiga inhibitor, CHX counter, Pf growth 96h, Giardia FBPA inh, Sm TGR block, Pf growth 48h
CCOC(=O)c1c(-c2ccc(OC)cc2)oc2ccc(OCC(N)=O)cc12
→ -4, 1, -2%, 6%, -2%, -9%
O=C(CC(c1ccccc1O)N1CCCCC1)N1CCCCC1 (configuration not stated)
→ 35*, 41*, 0%, 3%, -3%, 62%[activator]
Cc1ccc(C2(c3noc(CN4C[C@@H](C)O[C@@H](C)C4)n3)CCCC2)cc1
→ -5, -3, 12µM*, 1%, 2%, 12µM*
CC(=O)NCC(=O)OCC(=O)Nc1ccc(C(C)=O)cc1
→ 17, 8, ?, -3%, -2%, 11%
Cc1nc2cc(NCc3ccc(Cl)cc3)ccc2n1C
→ 71*, 30*, 29%, -10%, 0%, 274%[activator]
CCCSc1nc(C)cc(C)c1S(C)(=O)=O
→ 22, -2, 0%, 0%, -2%, ?
O=C1Nc2ccc(F)cc2C12Nc1ccccc1-c1nnc(SCc3ccccc3)nc1O2 (configuration not stated)
→ 2, 3, 23%, -27%, -10%, 45%[activator]
